# TMEM16A act: activators or potentiators of mouse TMEM16A chloride channel. Q8BHY3. 340,000 tested, 0.3% active. B-score at 10 µM. HEK293 TMEM16A/YFP-H148Q/I152L, iodide quench fluorescence; active compounds read low. AID 623877;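 active = fluorescence-ratio B-score plate-corrected deviation score at least 3 library SD below zero, with starting fluorescence score within 5 deviations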;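 note: channel opened by trigger with iodide after compound preincubation; score built on the fluorescence ratio of max minus min over baseline; more negative score means more quench and so TMEM16A activation or potentiation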
# KCNK3 block: human KCNK3 channel inhibition, primary screen; O14649; CHO-KCNK3 thallium flux, FluxOR fluorescence; active compounds read low; B-score at 10 µM; 340,000 tested, 0.84% active; AID 602410;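 active = B-score under library mean minus 4 SD, starting fluorescence ratio at most library mean plus 5 SD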;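 note: more negative B-score means stronger inhibition of thallium flux through KCNK3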
# Target sequence (O14649 whole entry, looked up): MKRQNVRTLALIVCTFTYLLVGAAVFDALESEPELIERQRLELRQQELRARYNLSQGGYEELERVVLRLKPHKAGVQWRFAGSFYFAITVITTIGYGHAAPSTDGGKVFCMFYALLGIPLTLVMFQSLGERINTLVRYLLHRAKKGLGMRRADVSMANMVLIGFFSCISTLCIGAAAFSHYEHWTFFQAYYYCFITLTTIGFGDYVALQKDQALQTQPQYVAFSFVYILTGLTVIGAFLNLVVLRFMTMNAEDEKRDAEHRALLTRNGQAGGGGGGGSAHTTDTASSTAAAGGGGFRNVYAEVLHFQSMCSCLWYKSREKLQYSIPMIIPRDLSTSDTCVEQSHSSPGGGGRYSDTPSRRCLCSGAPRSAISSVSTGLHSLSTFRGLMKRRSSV
# Calls only; i = inactive. This is a subset; rates above refer to the full screens.
TMEM16A act | KCNK3 block | compound
i | i | COc1ccc(S(=O)(=O)Nc2cccc3c2O[C@@H](CN(C)Cc2ccc(C(=O)O)cc2)[C@@H](C)CN([C@H](C)CO)C3=O)cc1
i | i | COc1cc(OC)cc(C(=O)N[C@H](C(=O)NNC(=O)c2ccc(Br)cc2)C(C)C)c1
i | i | CCOc1ccccc1C(=O)NC(C(=O)N(C)c1c(N)n(Cc2ccccc2)c(=O)[nH]c1=O)C(C)C (configuration not stated)
i | i | C[C@@H]1COC(=O)[C@H](Cc2ccc(F)cc2)C/C=C\C[C@@H](CC(=O)N[C@H](CO)Cc2ccccc2)C(=O)N1
i | i | CCN(CC)CCOC(=O)c1ccc(N=CC2=C(O)CC(C)(C)CC2=O)cc1
i | i | CCc1ccc(C(=O)NNC(=O)CN2C(=O)NC3(CCCC3)C2=O)cc1
i | i | O=C(COC(=O)c1ccccn1)Nc1ccc2c(c1)OCCO2
i | i | CCCN(CC(=O)Nc1ccccc1OC)C(=O)Cn1[nH]c(=O)c2ccccc2c1=O
i | i | Cc1ccc(OCc2occc2C(=O)O)cc1
i | i | CCC(CO)Oc1cc(NCc2cccc(OC)c2)c2ncn(C(C)C)c2c1 (configuration not stated)
i | i | CCN(C(=O)COC(=O)c1cc2ccccc2cc1OC)c1c(N)n(Cc2ccccc2)c(=O)[nH]c1=O
i | i | CCOC(=O)[C@@H]1[C@H]2COc3ccccc3[C@@H]2N2C(=O)N(c3cccc(C)c3)C(=O)[C@@]12C
i | i | Cc1ccc(S(=O)(=O)N2CCN(C(=O)COC(=O)CC(C)c3ccccc3)CC2)c(C)c1 (configuration not stated)
i | i | O=C(C[C@H]1C/C=C\C[C@H](NC(=O)OCC2c3ccccc3-c3ccccc32)C(=O)OC[C@@H]2CCCN2C1=O)N[C@H](CO)Cc1ccccc1
i | i | CNC(=O)Cn1nc(C)c(S(=O)(=O)N2CCOCC2)c1C
i | i | C=CCN1C(=O)C(=O)N(CC(=O)NCC(=O)Nc2ccc(F)c(F)c2F)C1=O
i | i | O=C(CCN=C1NS(=O)(=O)c2ccccc21)Nc1ccc(Cl)cc1F
i | i | O=C(COc1ccccc1C(=O)O)Nc1cccc2ccccc12
i | i | Cc1cccnc1NC(=O)c1ccc(OCC2CCCO2)cc1 (configuration not stated)
i | i | COC(=O)[C@]1(Cc2ccccc2)N[C@H](CN(C)S(=O)(=O)c2ccc(C(C)(C)C)cc2)[C@@H]2C(=O)N(C)C(=O)[C@@H]21
i | i | CC(Sc1nnnn1C1CC1)C(=O)Nc1cccc(S(=O)(=O)N2CCOCC2)c1 (configuration not stated)
i | i | Cc1ccc(S(=O)(=O)N2CCOCC2)cc1C(=O)NC1=NCCS1
i | i | N#Cc1ccccc1OCC(=O)OCC(=O)N1CCCC1
i | i | O=C(Cn1ccc(NC(=O)OCc2ccccc2)nc1=O)NCCN1CCOCC1
i | i | CCOC(=O)[C@@H]1[C@H]2COc3ccc(Br)cc3[C@@H]2N2C(=O)N(c3cccc(Cl)c3)C(=O)[C@@]12C

TMEM16A act | KCNK3 block | compound
i | i | CC(OC(=O)c1ccccn1)C(=O)Nc1ccc(C(F)(F)F)cc1 (configuration not stated)
i | i | COc1ccccc1-c1nnc(SCC(=O)NC2CC2)n1C
i | i | Cc1cc(NC(=O)CSCC(=O)NC(C)c2ccccc2)no1 (configuration not stated)
i | i | COCCOC(=O)C1=C(C)NC(=S)NC1c1ccc(OCC(=O)N2CC(C)OC(C)C2)c(OC)c1 (configuration not stated)
i | i | CC(=O)N1CCN(S(=O)(=O)c2ccc3c(c2)CC(=O)N3)CC1
i | i | O=C(O)c1ccc(CCCc2ccccc2)cc1
i | i | C[N+](C)(C)CCC(=O)N1C/C(=C/c2ccccc2)C(=O)/C(=C\c2ccccc2)C1
i | i | C[C@H](CO)N1C[C@H](C)[C@@H](CN(C)Cc2ccc(Oc3ccccc3)cc2)Oc2c(NC(=O)C3CC3)cccc2C1=O
i | i | CSc1ncccc1C(=O)Nc1cccc(S(=O)(=O)N2CCCCCC2)c1
i | i | Cc1ccc(S(=O)(=O)N2CCC(C(=O)NCc3ccccc3CN3CCCC3)CC2)cc1
i | i | CCN(C(=O)c1ccncc1)c1c(N)n(Cc2ccccc2)c(=O)[nH]c1=O
i | i | CC1CN(C(=O)c2cccc(S(=O)(=O)NCc3ccccc3)c2)CC(C)O1 (configuration not stated)
i | i | C=CCn1cnnc1SCC(=O)NCC1COc2ccccc2O1 (configuration not stated)
i | i | CCN(CC)S(=O)(=O)c1ccc(C(=O)NCC2(N3CCOCC3)CCCCC2)cc1
i | i | COC(C[C@@H]1O[C@@H]1[C@H](O)COCc1ccccc1)OC
i | i | COCCN(C(=O)c1ccccc1Oc1ccccc1)c1c(N)n(CC(C)C)c(=O)[nH]c1=O
i | i | CCOC(=O)c1cnc(Nc2nc3ccccc3o2)nc1CN1CCN(C)CC1
i | i | O=c1nc2onnc2c(C=NO)[nH]1
i | i | CCOC(=O)c1cc2c(=O)n3ccccc3nc2n(Cc2ccc(Cl)cc2)c1=N
i | i | Cc1cc(C)c(C)c(S(=O)(=O)N2CCC(C(=O)OCC(=O)NC3CCS(=O)(=O)C3)CC2)c1C (configuration not stated)
i | i | O=C(CSc1nnnn1C1CC1)Nc1ccc(S(=O)(=O)N2CCOCC2)cc1
i | i | O=C(Cc1ccc(Br)cc1)OCC(=O)N1CCCCCC1
i | i | O=C(CSc1nc2ccccc2c(=O)n1-c1ccc(F)cc1)NC1CCS(=O)(=O)C1 (configuration not stated)
i | i | Cc1cc(C)n2nc(C(=O)Nc3cccc(S(=O)(=O)N4CCOCC4)c3)nc2n1
i | i | CC1CC1C(=O)OCC(=O)Nc1cccc(Br)c1 (configuration not stated)

# An excerpt of these results, tab-delimited.
SMILES	TMEM16A act	KCNK3 block
CC1CN(C(=O)c2cccc(S(=O)(=O)NCc3ccccc3)c2)CC(C)O1 (configuration not stated)	i	i
C=CCn1cnnc1SCC(=O)NCC1COc2ccccc2O1 (configuration not stated)	i	i
CCN(CC)S(=O)(=O)c1ccc(C(=O)NCC2(N3CCOCC3)CCCCC2)cc1	i	i
COC(C[C@@H]1O[C@@H]1[C@H](O)COCc1ccccc1)OC	i	i
COCCN(C(=O)c1ccccc1Oc1ccccc1)c1c(N)n(CC(C)C)c(=O)[nH]c1=O	i	i
CCOC(=O)c1cnc(Nc2nc3ccccc3o2)nc1CN1CCN(C)CC1	i	i
O=c1nc2onnc2c(C=NO)[nH]1	i	i
CCOC(=O)c1cc2c(=O)n3ccccc3nc2n(Cc2ccc(Cl)cc2)c1=N	i	i
Cc1cc(C)c(C)c(S(=O)(=O)N2CCC(C(=O)OCC(=O)NC3CCS(=O)(=O)C3)CC2)c1C (configuration not stated)	i	i
O=C(CSc1nnnn1C1CC1)Nc1ccc(S(=O)(=O)N2CCOCC2)cc1	i	i
O=C(Cc1ccc(Br)cc1)OCC(=O)N1CCCCCC1	i	i
O=C(CSc1nc2ccccc2c(=O)n1-c1ccc(F)cc1)NC1CCS(=O)(=O)C1 (configuration not stated)	i	i
Cc1cc(C)n2nc(C(=O)Nc3cccc(S(=O)(=O)N4CCOCC4)c3)nc2n1	i	i
CC1CC1C(=O)OCC(=O)Nc1cccc(Br)c1 (configuration not stated)	i	i

# More entries
TMEM16A act | KCNK3 block | compound
i | i | CCN(CC)CCn1c(SCC(=O)Nc2ccc3c(c2)CCC3)nc2ccccc2c1=O
i | i | Cc1ccc(S(=O)(=O)NCC(=O)OC(C)C(=O)NC(=O)NC2CCCCC2)cc1C (configuration not stated)
i | i | Cc1cc(C)cc(NC(=O)COC(=O)CC2CCCC2)c1
i | i | COc1ccc(NC(=O)C2CCCCN2S(=O)(=O)c2ccccc2)cc1S(=O)(=O)N1CCOCC1 (configuration not stated)
i | i | COc1cc(C(=O)N2CCN(S(=O)(=O)c3ccc(Cl)cc3)CC2)ccc1OCC(=O)N1CCOCC1
i | i | COc1ccc(NC(=O)c2cc(C)nc3ccccc23)cc1S(=O)(=O)N1CCOCC1
i | i | CC[N+]1(C)CCC(O)(c2ccc(OC)cc2)C(C(=O)c2ccc(OC)cc2)C1 (configuration not stated)
i | i | CC(C)(C)c1ccc(NC(=O)COC(=O)C2CCCC2)cc1
i | i | CCCCN(C(=O)c1cc2c(s1)CCCCC2)c1c(N)n(CC(C)C)c(=O)[nH]c1=O
i | i | CC(=NNC(=O)c1cccc(S(=O)(=O)N2CCOCC2)c1)c1ccc(Cl)cc1
i | i | CC(C)c1ccc(C2(C)NC(=O)N(CC(=O)NC3CCCC(C)C3C)C2=O)cc1 (configuration not stated)
i | i | CC(=O)c1ccc(S(=O)(=O)N2CCNC(=O)C2)cc1
i | i | CC(C)CNC(=O)c1ccccc1C(=O)NC1(C(=O)NCC(C)C)CCCC1
i | i | C=CCn1c(C)cc(-c2csc(NC(=O)C3CCN(c4ncnc5sc(C)c(C)c45)CC3)n2)c1C
i | i | CC(C)=CCNc1ncnc2c1c(C#N)cn2C1OC(CO)C(O)C1O (configuration not stated)
i | i | COc1cc(NC(=O)c2ccc(N3CCCC3=O)cc2)cc(OC)c1
i | i | Cc1cc(C)c(S(=O)(=O)N2CCN(c3ccccn3)CC2)c(C)c1
i | i | CC(=O)c1c(OCC(=O)N(C)C2CCCCC2)ccc2c(C)cc(=O)oc12
i | i | CC(NC(=O)Cc1ccccc1)C(=O)O (configuration not stated)
i | i | O=C1NCCOC(=O)[C@@H](Cc2ccc(F)cc2)C/C=C\C[C@@H]1CC(=O)N(CCO)Cc1ccccc1
i | i | Clc1ccc(-c2nnc(-c3cccc4ccccc34)o2)cc1
i | i | COc1ccc(N2CCN(C(=O)CSc3nc4nc(C)cc(C)n4n3)CC2)cc1
i | i | CCOC(=O)[C@H]1[C@H]2COc3ccccc3[C@@H]2N2C(=O)[C@@H](CO)NC(=O)[C@@]12C
i | i | COC(=O)Nc1ccc(S(=O)(=O)N2CCC(C(=O)NCc3ccc4c(c3)OCO4)CC2)cc1
i | i | COc1ccc(OC)c(-c2nnc3n2N=C(c2ccc(OC)c(OC4CCOC4)c2)CS3)c1 (configuration not stated)

TMEM16A act | KCNK3 block | compound
i | i | CCCNC(=O)C(Cc1ccc(F)cc1)NC(=O)c1ccccc1 (configuration not stated)
i | i | Cc1cc(C)cc(NC(=S)N2CCC(C(=O)c3ccc(F)cc3)CC2)c1
i | i | COc1ccc(CN2CC[C@H]3C=CCc4cccc(c43)C2)cc1
i | i | O=C(CN1CCN(c2cccc(C(F)(F)F)c2)CC1)N(C1CC1)C1CCS(=O)(=O)C1 (configuration not stated)
i | i | CC(C)NC1(C(N)=O)CCN(Cc2ccccc2)CC1
i | i | O=C(COC(=O)C1CC1)NCc1ccc(Cl)cc1Cl
i | i | O=C(COC(=O)c1ccc(S(=O)(=O)N2CCCCC2)cc1)Nc1ccccc1Cl
i | i | CCN(c1ccccc1)S(=O)(=O)c1ccc(C(=O)NCc2ccccn2)cc1
i | i | O=C(CCNC(=O)c1ccco1)NCCN1C(=O)S/C(=C\c2ccc(F)cc2)C1=O
i | i | CCN1CCN(S(=O)(=O)c2ccc(Cl)c(C(=O)N(CCc3ccccc3)Cc3ccccc3)c2)CC1
i | i | Cc1c(NC(=O)COC(=O)CSc2ccc([N+](=O)[O-])cc2)c(=O)n(-c2ccccc2)n1C
i | i | NC(=S)NN=C1CCC2(CCCCC2)CC1
i | i | COc1cc2ccccc2cc1C(=O)N1CCCC(C(F)(F)F)C1 (configuration not stated)
i | i | O=C(NC1CCN(Cc2ccccc2)C1)c1cc(S(=O)(=O)N2CCOCC2)ccc1Cl (configuration not stated)
i | i | COc1cc(C2c3cc4c(cc3OC(C)(N3CCCC3)C2C)OCO4)cc(OC)c1OC (configuration not stated)
i | i | CC(C)NC(=O)N(C)C[C@H]1Oc2c(NC(=O)C3CC3)cccc2C(=O)N([C@H](C)CO)C[C@@H]1C
i | i | Cc1nnc(SCC2=C(C(=O)O)N3C(=O)C(NC(=O)Cc4ccccc4)C3SC2)s1 (configuration not stated)
i | i | COc1ccccc1-c1oc2ccccc2c1-c1ccccc1OC
i | i | O=C(NN=Cc1ccccc1)C(Oc1ccccc1)c1ccccc1 (configuration not stated)
i | i | O=C(Nc1ccc(Cl)c(S(=O)(=O)N2CCCCC2)c1)c1cnccn1
i | i | S=C(NCc1ccccc1)N1CCN(C(=S)NCc2ccccc2)CC1
i | i | CCOC(=O)C1=C(COC(=O)CCOc2ccc(OC)cc2)NC(=O)NC1C (configuration not stated)
i | i | Cc1cc(C)cc(C(=O)NCC(=O)OCc2nc(N)nc(Nc3ccccc3C)n2)c1
i | i | CC(=O)c1ccc(S(=O)(=O)NCCC(=O)N2CCN(c3ccccn3)CC2)cc1
i | i | O=C(COc1ccc(Cl)cc1Cl)NCC1(N2CCOCC2)CCCCC1

TMEM16A act | KCNK3 block | compound
i | i | COc1ccc2oc(C(=O)OC(C)C(=O)N3CCC(C)CC3)c(C)c2c1 (configuration not stated)
i | i | O=C(Nc1cc(S(=O)(=O)N2CCCCC2)ccc1Cl)c1ccc(F)cc1
i | i | O=C(NNC(=O)c1ccccc1-n1cccc1)c1cncc(Br)c1
i | i | CN(C(=O)CN1C(=O)NC2(CCCc3ccccc32)C1=O)C1CCCCC1 (configuration not stated)
i | i | CN1CC(=O)N(CC(=O)NC2CCCCC2)C1=O
i | i | O=c1cc(Cc2ccc([N+](=O)[O-])cc2)[nH]c(=O)[nH]1
i | i | CN(CC(=O)Nc1cccc(F)c1)C(=O)c1ccc2c(c1)CC(c1ccccc1)OC2=O (configuration not stated)
i | i | CC(OC(=O)c1cnccn1)C(=O)Nc1nc(-c2cccc([N+](=O)[O-])c2)cs1 (configuration not stated)
i | i | COc1ccc(CCNC(=O)COC(=O)c2cc(S(=O)(=O)N3CCOCC3)ccc2C)cc1OC
i | i | O=C(Nc1cc(S(=O)(=O)N2CCOCC2)ccc1Cl)c1ccc(=O)[nH]c1
i | i | CC1(c2ccc3ccccc3c2)NC(=O)N(CC(=O)N2CCN(Cc3ccc(C#N)cc3)CC2)C1=O (configuration not stated)

# From PubChem
